Compound activity from PubChem.
hK5 inh: kallikrein 5 (human) inhibition. inhibition, % at 5 µM. Q9Y337. recombinant hK5, fluorogenic AMC substrate cleavage. 210,000 compounds, 0.59% hits;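 active = inhibition of 40% or more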;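 note: 0% = enzyme controls without compound and 100% = no-enzyme blanks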
FXIa inh 1536: blocks human coagulation factor XIa protease activity. P03951. purified FXIa, Boc-Glu-Ala-Arg-AMC fluorogenic substrate. inhibition, % at 5 µM. 220,000 compounds, 0.14% hits. AID 798;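 active = inhibition of at least 40%; inactive = inhibition below 40%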;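 note: fluorescence of freed AMC excited at 355 nm; 0% = enzyme without compound and 100% = no enzyme blank; many of its hits are not listed in these tables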
Thrombin inh: thrombin (human) inhibition; 220,000 compounds, 0.26% hits; AID 1046; inhibition, % at 5 µM; P00734; alpha-thrombin, Boc-VPR-AMC fluorogenic substrate cleavage;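 active = inhibition at or above 40%; inactive = inhibition below 40%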;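 note: 0% = enzyme with no compound and 100% = wells without enzyme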
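System – human alpha-thrombin protein · Reagent – Boc-VPR-AMC substrate, 15 µM final · Compound – 5 µM single dose in 0.2% DMSO · Schedule – reaction at room temperature · Technique – AMC fluorescence at 355 nm excitation and 460 nm emission · Read-out basis – % inhibition relative to enzyme controls and enzyme-free blanks · Control set – no-compound enzyme wells and no-enzyme blanks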
Runt-SMMHC FRET: Runt domain-CBFb-SMMHC interaction inhibition | Q01196+Q13951 | Cerulean-Runt/Venus-CBFb-SMMHC FRET ratio 530/480, 1 h | inhibition, % at 20 µM | 220,000 compounds, 0.74% hits | AID 1434;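 active = mean inhibition across duplicate retests at 20 µM reaching about 50%, limit read from the data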;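 note: 0% = DMSO wells and 100% = wells with excess untagged CBFb-SMMHC; inhibitors lower the FRET ratio by blocking Runt binding to CBFb-SMMHC; some results filed as inactive read as strong as hits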
Runt-CBFb FRET: Runt domain-CBFb interaction inhibition; Q01196+Q13951; Cerulean-Runt/Venus-CBFb FRET ratio 530/480, 1 h; inhibition, % at 20 µM; 220,000 compounds, 0.46% hits;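 active = inhibition over about 50% at 20 µM in the single-dose screen, limit read from the data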;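 note: 0% = DMSO wells and 100% = excess unlabeled CBFb competitor control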
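Buffer or medium: Tris pH 7.5 buffer with BSA. Assay system: Cerulean-labeled Runt domain protein. Amount: each fluorescent fusion protein 100 nM. Read-out basis: loss of energy transfer signal. Incubation: 1 h compound exposure, room temperature. Probe or stimulus: Venus-CBFb binding partner, 100 nM. Detection: FRET, excitation 422 nm, emission at 530 and 480 nm.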
FXIIa inh: inhibitors of human coagulation factor XIIa. P00748. purified FXIIa, Boc-QGR-AMC fluorogenic substrate, 2 h. inhibition, % at 5 µM. 220,000 compounds, 0.3% hits; in the data active = inhibition above about 40%;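 note: 0% = enzyme with no compound and 100% = blank without enzyme; many of its hits are not listed in these tables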
Target sequence (P00748 20-372 limits assumed): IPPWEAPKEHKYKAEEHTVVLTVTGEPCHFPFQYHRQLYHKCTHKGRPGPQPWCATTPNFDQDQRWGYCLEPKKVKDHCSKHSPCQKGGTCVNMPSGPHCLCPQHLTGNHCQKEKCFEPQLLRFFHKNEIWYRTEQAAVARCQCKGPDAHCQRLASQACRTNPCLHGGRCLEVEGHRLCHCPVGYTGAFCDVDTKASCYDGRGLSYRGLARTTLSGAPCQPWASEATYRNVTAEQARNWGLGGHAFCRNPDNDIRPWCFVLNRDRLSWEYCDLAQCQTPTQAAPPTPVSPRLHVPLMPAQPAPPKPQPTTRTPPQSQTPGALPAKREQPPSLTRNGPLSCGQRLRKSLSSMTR
Target sequence (P00748 373-615 limits assumed): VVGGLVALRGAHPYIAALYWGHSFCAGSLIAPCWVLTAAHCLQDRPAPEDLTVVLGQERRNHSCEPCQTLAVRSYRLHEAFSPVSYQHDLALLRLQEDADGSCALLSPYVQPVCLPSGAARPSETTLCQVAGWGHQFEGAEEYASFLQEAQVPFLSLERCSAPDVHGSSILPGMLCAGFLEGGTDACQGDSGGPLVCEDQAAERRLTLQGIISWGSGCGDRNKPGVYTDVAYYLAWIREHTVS
Wee1 stabilizer: inhibitors of human Wee1 degradation; P30291; HeLa Luc-Wee1K328M stability, luciferase luminescence; 100% = proteasome inhibitor MG132 effect; reporter increase, % at 5 µM; 220,000 compounds, 1.2% hits; AID 1321;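 active = activation above the mean of all tested compounds plus 3 SD, set per screening run, cut at about 8.8% in these data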;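 note: cells exposed to compound for 20 h before luminescence read; 0% = DMSO alone and 100% = MG132 at 30 µM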
14-3-3 Bad inh: disrupts binding of bovine 14-3-3 zeta to phospho-Bad peptide. TR-FRET 14-3-3zeta/Dy647-pBad peptide displacement, 1 h. inhibition, % at 21.7 µM. 220,000 compounds, 0.71% hits;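 active = inhibition above about 70%, limit read from the data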;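 note: 0% = full 14-3-3 plus peptide FRET controls and 100% = background without 14-3-3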
Target sequence (P63103 whole entry, looked up): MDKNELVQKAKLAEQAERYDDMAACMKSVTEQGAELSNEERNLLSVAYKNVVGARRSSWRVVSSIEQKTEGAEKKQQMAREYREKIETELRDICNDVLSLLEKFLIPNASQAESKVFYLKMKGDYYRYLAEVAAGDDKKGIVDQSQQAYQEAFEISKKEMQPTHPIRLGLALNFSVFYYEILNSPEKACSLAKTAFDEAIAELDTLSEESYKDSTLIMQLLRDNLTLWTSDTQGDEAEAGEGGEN
Hck Nef HTS: human Hck-Nef kinase inhibition | Recombinant Hck-YEEI plus Nef, Z-Lyte FRET kinase assay | inhibition, % at 20 µM | 220,000 compounds, 0.68% hits | P08631;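 active = Hck-Nef kinase inhibition above about 50%, limit read from the data; inactive = inhibition below that limit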;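 note: 0% = DMSO with Hck plus Nef and 100% = Hck alone without Nef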
An asterisk follows results filed as active; x = no result given; [ ] = remark or other dose. Compounds as they come. Share with any hit: about 4.2%.

cpd	hK5 inh	FXIa inh 1536	Thrombin inh	Compound	Runt-SMMHC FRET	Runt-CBFb FRET	FXIIa inh	Wee1 stabilizer	14-3-3 Bad inh	Hck Nef HTS
1	11	4	-9	Fc1ccc(Nc2nc(N/N=C/c3ccco3)nc(N3CCCCC3)n2)cc1	-4	-3	14	-4	-10	21
2	-3	2	-10	CCOC(=O)C1CCN(c2c(-c3ccccc3)c3cc(Cl)ccc3[nH]c2=O)CC1	-4	-7	9	-2	-29	0
3	11	-6	-4	CC(=O)N(Cc1c(C)nn(-c2ccccc2)c1Cl)c1ccc(Cl)cc1	1	-4	9	1	-2	2
4	-4	-5	-8	CC(C)N=C(Nc1ccc(Cl)cc1)c1cccnc1	-4	0	2	-2	0	1
5	4	12	11	COC(=O)/C=C1\S/C(=N/N=C/c2ccco2)NC1=O	-1	8	13	2	1	-21
6	-6	-9	-21	CC1=CN2C(=NC(=O)CC2(C)C(=O)N(CC(=O)NC2CCCC2)c2cc(C)cc(C)c2)C=C1 (stereo not given)	x	x	-1	1	3	29
7	-2	5	-9	CC1=C(C(=O)OC2CCCCCCC2)C(c2cccc(O)c2)NC(=O)N1 (stereo not given)	2	-2	4	-1	-1	0
8	3	8	-1	O=C(Cn1[nH]c(=O)c2ccccc2c1=O)NCc1cccnc1	-3	-3	13	4	7	-1
9	-2	-3	-14	O=C(Nc1ccccc1F)C(=Cc1sc(N2CCOCC2)nc1-c1ccccc1)C(=O)Nc1ccccc1F	-202	-101	8	0	14	4
10	4	3	-9	O=C(Nc1ccc(C(=O)O)cc1)/C(=C\c1ccc2c(c1)OCO2)NC(=O)c1ccco1	0	2	13	5	-12	23
11	-6	-5	-13	CCN1C(=O)N(CC)C2C1N(CO)C(=O)N2CO (stereo not given)	-4	1	-4	-1	-6	14
12	-5	-4	6	Cc1ccc(SC(CC(=O)c2ccc(C(C)(C)C)cc2)C(=O)O)cc1 (stereo not given)	30	40	3	-2	-11	74*
13	0	-1	-7	COC(=O)c1cc2nc(-c3ccc(OC)c(OC)c3)cc(C(F)(F)F)n2n1	7	1	7	-3	-6	1
14	-6	3	3	COc1ccc(N2CCN(C(=O)c3ccc4c(=O)n(CC5CCCO5)c(=O)[nH]c4c3)CC2)cc1 (stereo not given)	1	-1	12	-3	-14	1
15	-5	21	8	COc1ccc2[nH]c(=O)c(CN(CCO)S(=O)(=O)c3c(C)ccc4nsnc34)cc2c1	-1	0	29	-2	x	0

One compound at a time, from the list above. Order of screens: hK5 inh | FXIa inh 1536 | Thrombin inh | Runt-SMMHC FRET | Runt-CBFb FRET | FXIIa inh | Wee1 stabilizer | 14-3-3 Bad inh | Hck Nef HTS
Record of `CC(=O)N(Cc1c(C)nn(-c2ccccc2)c1Cl)c1ccc(Cl)cc1` = 11 | -6 | -4 | 1 | -4 | 9 | 1 | -2 | 2
Record of `Cc1ccc(SC(CC(=O)c2ccc(C(C)(C)C)cc2)C(=O)O)cc1` (stereo not given) = -5 | -4 | 6 | 30 | 40 | 3 | -2 | -11 | 74*
Record of `CC1=C(C(=O)OC2CCCCCCC2)C(c2cccc(O)c2)NC(=O)N1` (stereo not given) = -2 | 5 | -9 | 2 | -2 | 4 | -1 | -1 | 0

Next part.
cpd	hK5 inh	FXIa inh 1536	Thrombin inh	Compound	Runt-SMMHC FRET	Runt-CBFb FRET	FXIIa inh	Wee1 stabilizer	14-3-3 Bad inh	Hck Nef HTS
16	3	0	-2	CCOC(=O)Cn1nc(C)n(-c2c(C)cccc2C)c1=O	0	0	6	1	3	22
17	-7	-3	-4	O=C(COc1ccccc1)N1CCN(S(=O)(=O)c2ccc(Cl)cc2)CC1	-1	0	-1	1	-3[fluorescence artefact?]	0
18	-24	-5	-9	N#Cc1nc(COc2ccccc2F)oc1NCc1ccc(F)cc1	33	8	3	-1	6	1
19	-3	-1	-7	C=CCOc1cccc(C2c3c(oc4ccccc4c3=O)C(=O)N2c2ccccn2)c1 (stereo not given)	-1	-3	6	-1	0	0
20	-9	-2	-5	Cn1nnnc1SCC(=O)NCC(=O)c1ccccc1	0	2	10	-2	7	-1
21	-17	3	-5	COc1ccc(Cl)cc1-n1c(C)cc(C=O)c1C	-3	0	4	-2	-2	-2
22	-2	10	0	O=C(/C=C/c1ccccc1Cl)N1CCCN(C(=O)/C=C/c2ccccc2Cl)CC1	0	-2	6	2	0	2
23	-3	-4	-7	CN(CC(=O)OCC(N)=O)S(=O)(=O)c1ccc(Cl)cc1	0	0	3	3	-2	-6
24	0	0	0	CCOC(=O)c1cn(CC)c2cc(F)c(F)cc2c1=O	0	-1	4	2	3	16
25	0	24	0	CCCC(O)(c1ccc(OC)cc1)C(CN(C)C)c1ccccc1 (stereo not given)	-1	2	24	-1	8	0
26	1	6	-3	COC(=O)c1nn(-c2ccc(F)cc2)ccc1=O	-5	2	1	-2	3	-2
27	-6	-2	-4	CC(C)N(CCn1c(SCC(=O)N2CC(=O)Nc3ccccc32)nc2ccccc2c1=O)C(C)C	7	-6	4	2	-12	22
28	-11	-2	-3	CC(=O)c1cccc(NC(=S)NNC(=O)c2ccc(C)c([N+](=O)[O-])c2)c1	2	4	4	1	-18	3
29	-9	-7	-6	O=C(Nc1ccc(F)c(F)c1)NC1CCCCC1	3	-1	6	4	44	4
30	-3	6	-3	CCC1C(=O)N(c2nc(C)cc(C)n2)N=C1C (stereo not given)	1	0	13	3	-2	1

(cont.)
cpd	hK5 inh	FXIa inh 1536	Thrombin inh	Compound	Runt-SMMHC FRET	Runt-CBFb FRET	FXIIa inh	Wee1 stabilizer	14-3-3 Bad inh	Hck Nef HTS
31	53*	10	32	O=C(NCc1ccco1)c1ccc2c(c1)CCO2	5	3	52*	-4	-2	-13
32	7	2	3	CCOC(=O)c1cnc2c(OC)cccc2c1N1CCN(c2ccccn2)CC1	1	-3	16	1	-7	-5
33	-17	5	2	COc1ccc(C2CC(c3ccc(Br)cc3)=NN2C(=O)CSC2=NCCS2)cc1 (stereo not given)	1	0	15	3	-10	2
34	-3	6	-5	Cc1cc(/C=N/n2cnnc2)c(O)c([N+](=O)[O-])c1	-14	-4	9	6	6	4
35	-1	1	-1	Cn1nnc(NC(=S)NC(=O)c2cc3ccccc3o2)n1	-1	11	11	-2	-5	19
36	-9	5	-1	Cc1nnsc1C(=O)Nc1cc(Cl)ccc1Cl	3	0	16	1	-2	-8
37	-4	-1	-2	CCOC(=O)CN(C(=O)CNC(=O)c1cccs1)C(C(=O)NC1CCCC1)c1ccncc1 (stereo not given)	2	4	5	-2	-7	19
38	1	1	-7	CCOc1ccc(S(=O)(=O)/N=C(\N)c2ccccc2)cc1	-1	0	10	7	-5	18
39	-6	-5	-9	O=C(Nc1ccncc1)c1ccc2ccccc2c1	-5	-1	5	-1	-12	23
40	-4	0	x	Cc1nn(S(=O)(=O)c2cccc([N+](=O)[O-])c2)c(C)c1Br	3	2	4	1	3	18
41	-4	-4	-8	CCOc1ccccc1OCC(=O)Nc1ccc(N2CCCCC2)cc1	0	0	-4	-1	-2	4
42	-21	1	-1	CCN(CC)CCn1c(/N=C/c2cc(Br)ccc2O)nc2ccccc21	-11	-4	14	2	-32[fluorescence artefact?]	-3
43	-3	10	1	CCOC(=O)c1c(C)[nH]c(C(=O)COC(=O)/C=C/c2ccc(O)c(OC)c2)c1C	12	3	12	-3	30	6
44	-1	5	-7	COc1cc(/C=C(\C#N)c2nnc(N3CCOCC3)n2-c2ccccc2)ccc1O	-9	-2	15	-2	-6	2
45	2	0	-3	Cc1ccc(-n2ncc3c(=O)n(Cc4ccccn4)cnc32)cc1C	-4	-2	13	3	0	3

(listing goes on)
cpd	hK5 inh	FXIa inh 1536	Thrombin inh	Compound	Runt-SMMHC FRET	Runt-CBFb FRET	FXIIa inh	Wee1 stabilizer	14-3-3 Bad inh	Hck Nef HTS
46	5	1	3	Cc1nc2ccccn2c1C(=O)C(=O)Nc1cc(F)ccc1F	0	2	10	-1	-8	21
47	1	11	0	Cn1c(-c2ccccc2)n[nH]c1=S	0	8	5	1	-8	16
48	-2	1	-1	Cc1cccc(C)c1NC(=O)COC(=O)c1cccnc1	-4	-1	9	-1	0	14
49	-10	0	-9	Cc1cccc(C(=O)Nc2nnc(-c3ccco3)o2)c1	4	1	-2	1	-1[fluorescence artefact?]	3
50	-1	2	-2	O=C(c1ccco1)N1CCN(C(=O)C2CC(c3ccc(F)cc3)=NO2)CC1 (stereo not given)	-1	1	10	-3	-1	-8
51	3	0	-5	O=C(Cn1c(NCCO)nc2ccccc21)N1CCN(Cc2ccccc2)CC1	4	0	x	-2	-2	-11
52	1	-1	-2	Cc1ccc2c(c1)COc1c3ccc(C(=O)NCCO)cc3nn1-2	-5	-1	0	x	-2	21
53	-6	-4	-6	Nc1n[nH]c(-c2ccc(F)cc2)n1	0	2	11	2	62[fluorescence artefact?]	2
54	-9	22	-2	CCC(CCC(=O)Nc1ccc(S(N)(=O)=O)cc1)C(=O)O (stereo not given)	-2	2	-3	-3	-9	1
55	-16	-8	-9	COc1ccc(Cl)cc1C(=O)CSc1nnnn1C1CCCC1	0	-2	4	-3	-1	1
56	0	-5	-11	O=C(Nc1cccnc1)c1ccc(-c2ccc(Cl)cc2)o1	8	3	2	4	2	34
57	3	0	-5	COc1cccc(CNCc2cccnc2)c1OCc1ccccc1	0	0	4	13*	33	18
58	6	7	1	CC(C(=O)Nc1nncs1)N1C(=O)C2C3C=CC(C3)C2C1=O (stereo not given)	-2	1	13	0	1	17
59	-8	20	1	CC(C)NC(=O)COc1ncnc2sccc12	-6	1	30	-2	16	1
60	2	18	-1	CC(C)Oc1ccc(CC2CC(=O)NC2=O)cc1 (stereo not given)	-4	-2	29	-1	9	1
61	2	-1	5	O=C(Nc1ccc2c(c1)OCO2)N1CCN(c2ccc(F)cc2)CC1	1	7	10	-1	-9	19
62	0	-1	-10	Cc1ccc(C(=O)Cn2nnc3ccccc32)cc1[N+](=O)[O-]	3	1	2	-1	-12	21
